Hck Nef HTS: human Hck-Nef kinase inhibition. 0.68% of 220,000 active. inhibition, % at 20 µM. AID 463187. P08631. Recombinant Hck-YEEI plus Nef, Z-Lyte FRET kinase assay;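 active means Hck-Nef kinase inhibition above about 50%, limit read from the data; inactive means inhibition below that limit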;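 further: 0% = DMSO with Hck plus Nef and 100% = Hck alone without Nef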
Target sequence (P08631 whole entry, looked up): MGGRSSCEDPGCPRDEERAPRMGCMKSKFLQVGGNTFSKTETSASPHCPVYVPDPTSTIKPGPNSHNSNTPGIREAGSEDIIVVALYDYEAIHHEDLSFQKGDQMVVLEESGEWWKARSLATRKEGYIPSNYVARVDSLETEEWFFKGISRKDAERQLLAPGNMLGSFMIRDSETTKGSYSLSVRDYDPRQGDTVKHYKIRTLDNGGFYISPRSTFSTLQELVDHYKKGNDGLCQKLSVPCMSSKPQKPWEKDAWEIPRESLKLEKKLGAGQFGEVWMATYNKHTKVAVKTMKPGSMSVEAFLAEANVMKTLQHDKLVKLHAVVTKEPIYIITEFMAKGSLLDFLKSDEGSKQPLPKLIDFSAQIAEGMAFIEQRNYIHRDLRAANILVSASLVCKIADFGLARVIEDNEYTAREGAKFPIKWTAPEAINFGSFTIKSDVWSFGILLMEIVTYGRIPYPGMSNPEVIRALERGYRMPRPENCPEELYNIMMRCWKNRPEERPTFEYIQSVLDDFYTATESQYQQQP
EBV gp42 block: EBV gp42 inhibition; Q1HVG2; Fluorescence polarization binding assay, mP read-out; inhibition, % (tested at 21.74 µM); 0.42% of 220,000 active; AID 1085; in the data active means inhibition above about 50%
p47phox inh: p47phox (human) inhibition; P14598; 0.53% of 220,000 active; inhibition, % at 24.7 µM; p47phox/p22phox peptide binding, fluorescence polarization, 2 h;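 active means inhibition above about 30%, limit read from the data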;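 further: 0% = p47phox with labelled peptide and 100% = labelled peptide alone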
Target sequence (P14598 whole entry, looked up): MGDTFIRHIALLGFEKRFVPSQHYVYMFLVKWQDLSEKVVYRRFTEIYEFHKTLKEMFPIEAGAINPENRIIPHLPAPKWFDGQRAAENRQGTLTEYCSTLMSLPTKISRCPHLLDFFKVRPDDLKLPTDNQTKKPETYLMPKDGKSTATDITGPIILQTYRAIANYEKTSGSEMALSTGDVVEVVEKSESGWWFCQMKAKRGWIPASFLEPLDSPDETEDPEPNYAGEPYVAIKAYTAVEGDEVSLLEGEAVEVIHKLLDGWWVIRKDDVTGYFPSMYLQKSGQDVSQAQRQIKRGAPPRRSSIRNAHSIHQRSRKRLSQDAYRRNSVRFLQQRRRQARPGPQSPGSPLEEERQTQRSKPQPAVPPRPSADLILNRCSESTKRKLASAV
14-3-3 Bad inh: disrupts binding of bovine 14-3-3 zeta to phospho-Bad peptide | inhibition, % at 21.7 µM | AID 781 | P63103 | TR-FRET 14-3-3zeta/Dy647-pBad peptide displacement, 1 h | 0.71% of 220,000 active;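 active means inhibition above about 70%, limit read from the data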;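 further: 0% = full 14-3-3 plus peptide FRET controls and 100% = background without 14-3-3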
zVAD death inh: blocks zVAD induced death of L929 cells | L929 zVAD necroptosis rescue, ATP luminescence, 24 h; with zVAD 60 µM | viability rescue, % at 10 µM | 0.38% of 220,000 active | AID 1377;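 active means activation, scaled between plate controls, above about 75%, limit read from the data; inactive means activation under that limit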;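 further: 0% = zVAD with DMSO and 100% = DMSO alone without zVAD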
Runt-CBFb FRET: inhibitors of human RUNX1 Runt domain binding to CBFb; Q01196+Q13951; Cerulean-Runt/Venus-CBFb FRET ratio 530/480, 1 h; inhibition, % at 20 µM; 0.46% of 220,000 active; AID 1496;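 active means inhibition over about 50% at 20 µM in the single-dose screen, limit read from the data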;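 further: 0% = DMSO wells and 100% = excess unlabeled CBFb competitor control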
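Assay system: Cerulean-Runt domain fusion protein, energy donor; Signal: fluorescence energy transfer, 422 nm excitation, 530/480 nm emission; Timing: 1 h compound exposure, room temperature; Control set: unlabeled CBFb; Medium: Tris buffer pH 7.5 with salts and BSA; Compound: single test concentration of 20 µM, 1% DMSO final; Probe or stimulus: Venus-CBFb 100 nM.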
Tb hexokinase: T. brucei hexokinase 1 inhibition. 0.11% of 220,000 active. recombinant TbHK1, G6PDH-coupled NADH A340. inhibition, % at 10 µM;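 active means inhibition of 50% or more in the single-dose primary screen; inactive means inhibition below 50%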
Runt-SMMHC FRET: Runt domain-CBFb-SMMHC interaction inhibition. Q01196+Q13951. Cerulean-Runt/Venus-CBFb-SMMHC FRET ratio 530/480, 1 h. inhibition, % at 20 µM. 0.74% of 220,000 active;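 active means mean inhibition across duplicate retests at 20 µM reaching about 50%, limit read from the data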;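 further: 0% = DMSO wells and 100% = wells with excess untagged CBFb-SMMHC; inhibitors lower the FRET ratio by blocking Runt binding to CBFb-SMMHC; some results filed as inactive read as strong as hits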
MDM2 E3 inh: inhibitors of human Mdm2 E3 ubiquitin ligase; signal enhancement, % at 5 µM; cell-based MDM2 ubiquitination luciferase reporter, 2 h; 0 = plate control, 100 = twice control, blank-subtracted; AID 1230; 0.11% of 210,000 active; Q00987;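 active means signal enhancement of 30% or more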;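 further: luminescence tracks abundance of the self-degrading MDM2-luciferase fusion protein; higher signal means inhibition of MDM2 E3 ligase activity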
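System: stable MDM2–luciferase fusion reporter cells / Input: 2000 cells seeded into each well / Schedule: 4 h settle plus 2 h compound, 37 °C / Compound: single-point 5 µM / Buffer or medium: cells held in DMEM / Benchmarks: control and blank well means / Evaluation: percent signal gain over controls, blank-subtracted / Measured by: luciferase luminescence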
* marks the source's active call; other numbers are inactive results; x = no result given; [ ] = dose if it differs, or a comment.

no.	SMILES	MDM2 E3 inh	14-3-3 Bad inh	p47phox inh	zVAD death inh	Hck Nef HTS	Runt-CBFb FRET	EBV gp42 block	Runt-SMMHC FRET	Tb hexokinase
1	CC1CCN(C(=O)CSc2nnc(Cn3c(=O)sc4ccccc43)n2C)CC1	-13	-1	-2	0.7	4	2	-5	2	-5
2	N#Cc1c(-c2cccc(F)c2)cc(-c2ccccc2)nc1Br	-15	-22[fluorescence artefact?]	-10	0.0	-1	-3	-18	-1	0
3	COc1ccc(CNC2CCCCC2C)c(OC)c1 (stereo not given)	-6	15	7	-0.6	2	-1	-19	2	1
4	CC(=O)Nc1cc2c(cc1Br)OCCO2	-13	2	-4	0.1	1	0	-28	0	-7
5	CCOc1ccc(OCC)c(C2C(C#N)=C(N)N(c3cccnc3)C3=C2C(=O)CC(C)(C)C3)c1 (stereo not given)	-22	-2	8	0.3	3	3	-10	-8	-10
6	O=C(NCCCn1ccnc1)/C(=C/c1ccccc1)NC(=O)c1ccccc1	-17	15	-8	-0.2	12	2	-1	0	7
7	COC(=O)c1cc(N2CCNCC2)nc2ccccc12	-2	8	0	-0.3	10	11	-2	34	-12
8	Cc1ncc([N+](=O)[O-])n1CCOC(=O)NC(NCc1ccccc1)C(Cl)(Cl)Cl (stereo not given)	-29	4	-12	-0.3	0	-3	-3	4	-13
9	c1cncc(-c2nc(NCC3COc4ccccc4O3)c3ccccc3n2)c1 (stereo not given)	-11	-3[fluorescence artefact?]	-24	3.4	9	3	-16	-6	-13
10	CC(C)C(=O)N1CCN(c2ccc(NC(=O)COc3ccccc3[N+](=O)[O-])cc2)CC1	-12	-4	-3	2.5	4	-3	2	-1	-8
11	CN(C)C(=O)N1CCC(C(=O)NCc2ccc(F)cc2)CC1	-11	1[fluorescence artefact?]	-12	-0.5	2	3	-12	-1	-4
12	CCC(=O)N1CCN(c2ccc(Cl)cc2NC(=O)c2ccc3c(c2)OCCO3)CC1	-10	2	-5	-0.4	-1	-3	-9	-2	-5
13	CCOc1cc(NC(=O)CC(C)C)c(OCC)cc1NC(=O)CCn1nnc2ccccc21	-16	-6	1	-0.1	-2	-3	5	5	3
14	COc1cc(/C=N/NC(=O)c2ccncc2)ccc1OCc1cnc(Cl)s1	-5	2	6	0.9	21	0	-11	-3	-31
15	CC1Cc2ccccc2N1CC(=O)NC(=O)NC1CCCCC1 (stereo not given)	5	2	0	-0.2	18	-8	1	2	-2

The final 2 compounds of the section before open the next one.
no.	SMILES	MDM2 E3 inh	14-3-3 Bad inh	p47phox inh	zVAD death inh	Hck Nef HTS	Runt-CBFb FRET	EBV gp42 block	Runt-SMMHC FRET	Tb hexokinase
14	COc1cc(/C=N/NC(=O)c2ccncc2)ccc1OCc1cnc(Cl)s1	-5	2	6	0.9	21	0	-11	-3	-31
15	CC1Cc2ccccc2N1CC(=O)NC(=O)NC1CCCCC1 (stereo not given)	5	2	0	-0.2	18	-8	1	2	-2
16	CCOC(=O)c1cccnc1SCC(=O)Nc1ccc(C)cc1	x	8	x	0.6	7	0	-8	-2	0
17	CCOc1ccccc1N1CC(C(=O)Nc2cccc(S(=O)(=O)N3CCCCC3)c2)CC1=O (stereo not given)	-10	-3	-3	2.1	4	0	-6	0	0
18	O=C(NCCCN1CCCCCC1)c1ccc2c(Cl)c3c(nc2c1)CCCC3	-25	26	8	-0.8	23	-1	-22	-1	0
19	Cc1ccc(Nc2cc(=O)[nH]c(=O)[nH]2)c(C)c1	-5	10	-2	-0.1	2	x	-1	-5	5
20	O=c1cc(O)n(-c2ccc(F)cc2)c(=S)[nH]1	-14	-4	11	0.2	0	6	-8	0	-6
21	CC1CCc2nn(CC(=O)NC3CCCC3)cc2C1 (stereo not given)	-6	7[fluorescence artefact?]	-5	1.7	2	3	-15	4	-5
22	O=C(CSc1nnc2ccccn12)NNC(=O)c1ccccc1	-6	-10	-5	0.7	0	2	-9	-2	-1
23	CCOc1ccc(C(=S)N2CCOCC2)cc1	-14	4	7	0.6	-1	1	7	0	4
24	COc1ccc(OC)c(/C=N/n2c(-c3n[nH]c4c3CCC4)n[nH]c2=S)c1	-2	-10	-1	1.3	25	13	-4	24	-12
25	Cc1nc(-c2ccc(C(=O)NCCO)cc2)cs1	-9	-14	-2	0.3	13	-1	-2	5	4
26	COC(=O)c1ccccc1NS(=O)(=O)c1cn(C)c(=O)n(C)c1=O	-8	-1	-4	1.1	0	3	-6	-2	-3
27	Cn1c(=O)c(NC2CCCCC2)c2c3c(cccc31)C(=O)c1ccccc1-2	2	-12	-56	-0.3	-6	-240	139*	25	0
28	CCCCN(CC)CCCNC(=S)Nc1ccc2nc(N3CCN(C)CC3)cc(C)c2c1	0	-4	3	0.5	-24	1	-5	1	-2
29	O=C(CSc1nnc(CNC(=O)c2cccs2)o1)Nc1ccc2c(c1)OCO2	-15	-6	-17	1.0	3	2	-13	1	0
30	O=C(NC1CCCCC1)N1CCN(c2ncccn2)CC1	-22	5[fluorescence artefact?]	-2	0.7	1	-1	-26	-3	-5
31	Cc1cc(S(=O)(=O)N2CCCC2)ccc1OCC(=O)NCc1ccco1	0	7	-3	0.7	1	4	3	3	2
32	CCCN(CCC)S(=O)(=O)c1ccc(NC(=O)COc2ccccc2)cc1	-10	0	-53	0.0	2	2	10	1	3
33	Cc1ccc(C(=O)Nc2cccc(S(=O)(=O)N3CCOCC3)c2)cc1[N+](=O)[O-]	-3	1	-6	0.6	-1	1	-12	-2	8
34	COCc1cc(C)nc(SCC(=O)Nc2cc3c(cc2C#N)OCO3)c1C#N	-7	2	0	0.9	2	-3	-13	6	5
35	O=S(=O)(NC1CCc2ccccc21)c1ccc(S(=O)(=O)N2CCCC2)cc1 (stereo not given)	-7	8	-3	-0.4	-6	-1	-10	1	7
36	COc1ccc(CCC(=O)NCc2cn3ccc(C)cc3n2)cc1	2	-11	-6	0.5	16	1	-6	0	-10
37	Cn1c(SCC(=O)Nc2ccc(NC(=O)c3cccs3)cc2)nnc1-c1ccncc1	x	11	-23	-0.3	0	-1	-12	2	-1
38	Cc1nnc(NC(=O)c2c(-c3ccccc3)noc2C)s1	-8	1	-10	-0.1	2	0	4	-4	3
39	O=[N+]([O-])c1cc([N+](=O)[O-])c2cccnc2c1O	-5	-14	5	-0.3	-5	2	3	0	-9
40	CCN(CC)c1ccc2ccc(=O)oc2c1	12	-5	-1	4.5	114*	39	7	92*	-1
41	COc1ccc2c(c1)c(=O)c(C(=O)c1ccc(F)cc1)cn2CC(=O)Nc1ccc(F)cc1	x	-4	-15	x	2	1	-3	0	-3
42	Cc1ccc(C(=O)NCCSC(C)(C)C)cc1	-8	-9	-9	-0.6	2	1	0	1	-8
43	Cc1csc(NC(=O)C2CCN(S(=O)(=O)c3ccccc3F)CC2)n1	-4	-19	-19	2.3	1	0	-21	0	-1
44	Cc1ccc2nc(/C=C/c3cccc(F)c3)ccc2c1	-9	-31	-6	0.6	3	-3	-3	5	0
45	COc1ccc(-c2cc(-c3ccc(N)cc3)nc(N)c2C#N)cc1OC	0	-10	-19	30	2	23	-15	53	-19
46	Clc1nc(-c2ccccn2)nc2scc(-c3ccccc3)c12	-24	-19[fluorescence artefact?]	-15	1.8	4	-1	-6	-1	5
47	Cn1c(=S)n(/N=C/c2cccs2)c2ccccc21	-7	-7	-16	0.5	13	1	-14	-4	-15
48	COc1cccc(C(=O)NCC(=O)n2nc(C)cc2C)c1	-19	-1	-1	-0.1	3	0	0	0	9
49	C=CCNC(=O)CSCc1ccc(Br)cc1	-3	12	12	2.5	8	4	-4	1	-4
50	Cc1cc(C(=O)COC(=O)c2ccc(O)cc2)c(C)n1CC1COc2ccccc2O1 (stereo not given)	-3	-14	-69	0.5	0	-2	-10	0	-3
51	N#C/C(=N\Nc1ccc(F)cc1)C(=O)C1CC1	-6	-2	-11	-0.4	6	1	-1	6	-32
52	CCOc1ccc(-c2noc(CCC(=O)O)n2)cc1	-10	-2	0	0.4	21	0	-11	0	5
53	Cc1cccc(CSc2nnc(NC(=O)CSc3nnc(C)s3)s2)c1	-5	-3	-11	0.0	2	-3	-6	4	1
54	COc1ccc(C(=O)NNC(=O)CCn2nnc(-c3ccc(C)cc3)n2)cc1OC	-10	-4	5	1.7	29	2	2	-5	-2
55	CC1=CC(C)(C)N(S(=O)(=O)c2ccc(F)cc2)c2ccc(C)cc21	-5	-7[fluorescence artefact?]	-2	-0.2	-1	0	-2	-1	5
56	CN1c2ccccc2C(=O)/C(=C\Nc2ncccn2)S1(=O)=O	-12	4	-9	2.2	4	0	-12	4	-7
57	CC(OC(=O)c1ccncc1)C(=O)Nc1cc(S(=O)(=O)N2CCCCC2)ccc1Cl (stereo not given)	x	1	-14	1.1	4	0	-13	2	-10
58	COc1cc(OC)cc(OCC(O)Cn2cnc3cc(C)c(C)cc32)c1 (stereo not given)	-15	4	-15	-0.1	9	-4	1	4	6
59	CCOC(=O)NC(=O)c1cn(CCN(C)C)c(=O)[nH]c1=O	-91	-5	1	x	1	1	-18	-1	3
60	Cc1ccc(Oc2ccc(C(=O)NC3CCSC3=O)cn2)cc1 (stereo not given)	12	-1	-8	-0.3	0	-1	-12	3	10
61	O=[N+]([O-])c1ccc(N/N=C\c2ccccc2OCc2ccccc2)cc1	3	-5[fluorescence artefact?]	-33	0.8	-9	-33	-49	-84	19
62	Cc1nn(Cc2ccccc2)c(Cl)c1/C=C1\NC(=S)NC1=O	-13	-7	-12	37	24	4	1	-3	-20
63	CC(C)NC(=O)C(=O)NCc1ccccn1	-6	-4	-4	1.1	17	1	-15	-1	1
